Screening results deposited in PubChem by Broad Institute.
E-sel inducer – E-selectin induction in HUVECs, primary screen, imaging, HUVEC, immunofluorescence imaging, single point. normalized: neutral wells 0, TNF-alpha wells 100. activation, % at 7.58 µM. 260,000 compounds, 0.37% hits. AID 686992, 2013;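 active = mean E-selectin-positive cell signal at least 10% of the positive control, reached in at least 60% of replicates, without over 20% cell loss; inconclusive = no rule given, readout overlaps actives, possibly toxicity-flagged; inactive = the rest, including those meeting only one limit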;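 also: in these data hits start at about 27%; measured in HUVEC primary endothelial cells; signal is the percent of cells scored E-selectin positive by PE staining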
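assay system = HUVEC, human umbilical vein endothelial cells | input = 3,000 HUVEC seeded per well | medium = EGM-2 growth medium on 0.1% gelatin-coated wells | dosing = one compound dose added by pin transfer | signal = immunofluorescence imaging | read-out basis = % PE-positive cells | control set = TNF-alpha, DMSO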
S100A4 MyoIIA – inhibitors of S100A4-myosin IIA peptide binding, primary screen, biochemical, fluorescence polarization, TAMRA-MyoIIA peptide; 360,000 compounds, 0.14% hits; inhibition, % at 10.7 µM; Protein S100-A4 (Homo sapiens), P26447;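 active = mean inhibition of at least 70% across replicates, with every replicate also reaching that level; inconclusive = mean inhibition reaches 70% but some replicates fall short; inactive = mean inhibition below 70%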
Target sequence (P26447 whole entry, looked up): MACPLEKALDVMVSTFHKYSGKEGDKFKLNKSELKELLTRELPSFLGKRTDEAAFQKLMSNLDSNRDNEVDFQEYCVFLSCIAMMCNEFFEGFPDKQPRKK
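Test system: S100A4 monomer protein; Medium: HEPES pH 7.2 with CaCl2, KCl, NaCl, DTT, Triton; Probe or stimulus: TAMRA-labelled myosin IIA heavy-chain peptide probe, 5 nM; Doses: one dose per compound; Times: polarization read 5 min after assay mix addition, stable 5–60 min; Benchmarks: neutral control DMSO, positive control TFP.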
EWS-Fli inh – EWS/Fli-driven NR0B1 reporter inhibitors, primary screen, A673 cells, NR0B1 luciferase, luminescence, MLPCN library; 350,000 compounds, 0.67% hits; inhibition, % at 12.6 µM; viability-normalised; AID 651661, 2012;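 active = mean inhibition of at least 50% after viability correction, with every replicate also passing that limit; inconclusive = mean reaches 50% but only one of two replicates passes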;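 also: firefly luciferase signal divided by Alamar Blue viability fluorescence both relative to DMSO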
RAD54 branch – inhibitors of human RAD54 branch migration, primary screen, biochemical, fluorescence, single point; AID 602329, 2012; RAD54 Holliday junction branch migration, FAM/BHQ fluorescence; 360,000 compounds, 0.14% hits; DNA repair and recombination protein RAD54-like (Homo sapiens), Q92698; inhibition, % at 10.4 µM;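 active = mean normalized replicate activity at least 40 and at least half of replicates scoring 40 or more; inconclusive = only one of the two criteria met; inactive = mean below 40 and under half of replicates reaching 40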;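 also: 0% = median of neutral control wells and 100% = median of positive control wells; inhibitors cause a drop in the FAM fluorescence signal; in these data hits start at about 50%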
Target sequence (Q92698 whole entry, looked up): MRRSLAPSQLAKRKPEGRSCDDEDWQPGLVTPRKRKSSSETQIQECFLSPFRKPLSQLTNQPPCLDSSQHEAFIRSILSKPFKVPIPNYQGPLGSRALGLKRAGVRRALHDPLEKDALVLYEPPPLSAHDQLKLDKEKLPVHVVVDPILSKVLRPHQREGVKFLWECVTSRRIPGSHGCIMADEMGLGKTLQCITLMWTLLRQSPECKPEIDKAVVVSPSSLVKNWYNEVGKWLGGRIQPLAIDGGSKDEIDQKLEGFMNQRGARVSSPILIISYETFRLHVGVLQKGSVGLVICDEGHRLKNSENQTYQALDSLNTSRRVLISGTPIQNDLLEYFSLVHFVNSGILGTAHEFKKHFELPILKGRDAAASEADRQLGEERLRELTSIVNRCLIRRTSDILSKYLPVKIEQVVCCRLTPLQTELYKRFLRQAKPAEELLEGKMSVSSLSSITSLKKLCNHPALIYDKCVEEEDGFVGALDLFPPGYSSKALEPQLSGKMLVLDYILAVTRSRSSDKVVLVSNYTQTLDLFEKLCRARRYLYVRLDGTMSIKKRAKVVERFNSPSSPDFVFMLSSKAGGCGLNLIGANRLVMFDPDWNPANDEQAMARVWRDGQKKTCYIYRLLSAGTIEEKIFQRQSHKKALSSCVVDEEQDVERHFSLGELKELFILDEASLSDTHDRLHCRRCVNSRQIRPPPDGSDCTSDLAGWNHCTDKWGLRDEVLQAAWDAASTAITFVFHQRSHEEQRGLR
Xi reactivation – activators of inactive X chromosome reactivation, primary screen, imaging, XiGFP fibroblasts, GFP high-content imaging, set 2; activation, % at 7.58 µM; XiGFP mouse fibroblasts, % GFP-positive cells imaging, 3 d; cells co-treated with 5-aza-dC sensitizer; scaled so ellipticine positive control = 100%; AID 743238, 2013; 360,000 compounds, 0.055% hits;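 active = mean normalized replicate activation at least 10% and every replicate at or above 10%; inconclusive = only one of the two criteria met; inactive = mean below 10% and not all replicates reach 10%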;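 also: 0% = median of on-plate neutral control wells and 100% = ellipticine 6 µM median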
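System: SV40-immortalized XiGFP fibroblast cells, line 68-5-11 / Incubation: 3-day compound exposure, then 15 min fixation at room temperature / Compound: single concentration per compound, delivered by pin transfer / Buffer or medium: DMEM plus 5-aza-dC sensitizer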
esBAF inh – Bmi1 luciferase reporter increase in mESCs, primary screen, esBAF inhibitor project, mouse ES cells, Bmi1 luciferase knock-in, single point; 24 h; 100% = twice the neutral-well signal; reporter increase, % at 12.5 µM; 350,000 compounds, 2% hits; AID 602393, 2012; in the data active = activation above about 40%; inconclusive = no clear call, values can overlap the other calls;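 also: 0% = median of the plate's neutral control wells and 100% = double that signal; a rise in the Bmi1 reporter signal indicates esBAF inhibition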
RAD52 inh – RAD52 DNA annealing inhibitors, primary screen, biochemical, FRET, single point, set 2; DNA repair protein RAD52 homolog (Homo sapiens), P43351; recombinant RAD52 DNA annealing, FRET fluorescence; inhibition, % at 18.7 µM; 360,000 compounds, 0.46% hits;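 active = every replicate showing at least 50% inhibition; inconclusive = mean inhibition at least 50% but not in every replicate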
FN deposition inh – inhibitors of fibronectin matrix deposition, primary screen, AH1F cells, Alexa488-fibronectin fluorescence, plate reader; AH1F fibroblasts, overnight; inhibition, % at 12.6 µM; 350,000 compounds, 0.086% hits; AID 743247, 2014;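 active = mean inhibition across replicates of 30% or more, regardless of how many single replicates reach that level; inconclusive = mean under 30% yet at least half of replicates reach 30%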;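 also: positive control wells lacked labelled fibronectin entirely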
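Material: AH1F fibroblasts assembling fluorescent fibronectin matrix; amount: 10000 AH1F cells/well; medium: DMEM, 2% serum; reagent: Alexa488-fibronectin, 24 nM final in well; dosing: single compound dose, delivered by pin transfer; incubation: 1 h adhesion, overnight exposure; detection: fluorescence after three HBSS washes, excitation 485 nm, emission 525 nm; measure: fibronectin deposition inhibition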
An asterisk follows results filed as active; ? = inconclusive; · = no result given; & = joins results of further samples.

structure	E-sel inducer	S100A4 MyoIIA	EWS-Fli inh	RAD54 branch	Xi reactivation	esBAF inh	RAD52 inh	FN deposition inh
O=C(Nc1ccccc1Cl)c1cc(C2CCCCN2S(=O)(=O)c2ccc(F)cc2F)on1 (configuration not stated)	0.1	-2	4	11	0.0	-2	-15	-4
CN(CC(=O)NNC(=O)c1cccnc1)S(=O)(=O)c1cc(Cl)ccc1Cl	2.3	1	4	4	0.0	-2	-3	4
CO[C@H]1CN(C)C(=O)c2cc(NC(=O)CC(F)(F)F)ccc2OC[C@@H](C)N(C(C)=O)C[C@H]1C	-0.1	-23	·	·	0.0	·	-51	0
CC(C)c1csc(CN2CCC(C(=O)Nc3cccc(-c4ccco4)c3)CC2)n1	0.9	-6	10	·	0.2	·	-43	-7
COc1ccccc1S(=O)(=O)N[C@@H]1CC[C@@H](CC(=O)N2CCN(C)CC2)O[C@H]1CO	0.4	8	-8	-2	-0.4	0	6	5
O=C(Nc1cccc(S(=O)(=O)N2CCCCCC2)c1)c1cncc(Br)c1	-0.1	10	20	5	0.3	1	-20	·
C[C@@H]1CN([C@H](C)CO)C(=O)c2cc(NC(=O)CCC(F)(F)F)ccc2O[C@H]1CN(C)S(=O)(=O)c1cn(C)cn1	4.0	1	-1	18	0.1	-5	6	·
COCCCN(C(=O)c1cc2c(s1)CCCCC2)c1c(N)n(Cc2ccccc2)c(=O)[nH]c1=O	·	1	4	-5	2.6	3	-10	-1
O=C(CCC(=O)Nc1ccc(Br)cc1)N/N=C/c1cc([N+](=O)[O-])ccc1O	·	3	19	·	1.1	·	-22	·
O=C(Cn1c(C(=O)O)cc2ccccc21)c1ccccc1	·	1	0	1	0.1	11	-7	-9
C[C@@H]1CN([C@H](C)CO)C(=O)c2cc(NS(=O)(=O)c3ccc(F)cc3)ccc2O[C@@H]1CN(C)Cc1ccc(Cl)c(Cl)c1	-0.4&-0.2	-7	12	-2	-0.1&0.0	-5	-39	0&1
CN1CCN(C(=O)c2cnn(-c3ccccc3)c2NC(=O)c2ccc(Br)cc2)CC1	0.2	-12	1	6	0.3	-4	-14	1
O=C(Nc1nc2ccccc2[nH]1)c1cc2ccccc2o1	1.8	-3	8	-6	0.1	-30	-28	-11
C[C@H]1CN([C@@H](C)CO)C(=O)c2cc(NC(=O)C3CCCCC3)ccc2O[C@H]1CN(C)Cc1ccc(-c2ccccc2)cc1	0.0&-0.2	8&-3	-6&17	2&-6	-0.7&0.2	1&-5	14&-32	0&3
O=C(COC(=O)C1CCN(C(=O)Nc2ccccc2)CC1)NCC(F)(F)F	·	-1	-3	1	0.1	-1	6	3
COC(=O)c1sccc1NC(=O)Cc1ccc(OC)cc1	-2.5	3	-27	·	0.3	·	-2	1
O=C(NC1CCCCCC1)c1ccco1	·	4	-11	-4	0.1	7	-25	-7
O=S(=O)(NCCC1=CCCCC1)c1ccccc1Br	·	1	-8	-7	0.0	10	-7	-7
C/C=C/c1ccc2c(c1)O[C@H](CN(C)C(=O)c1cnccn1)[C@@H](C)CN([C@H](C)CO)S2(=O)=O	-0.1	0	7	7	0.0	-9	7	-10
CC(C)CC#Cc1cnc2c(c1)C(=O)N([C@@H](C)CO)C[C@H](C)[C@@H](CN(C)C(=O)NC1CCCC1)O2	0.6	6	8	-4	-0.5	5	3	-6
O=S1(=O)CC(N2CCN(CCO)CC2)CN1Cc1ccc(F)cc1 (configuration not stated)	6.9	-2	-5	-3	0.6	1	-6	2
Cc1nnc(Nc2ccccc2F)s1	·	3	0	·	0.1	·	3	5
CCOc1ccc(OCC(=O)NCCS(=O)(=O)N2CCN(c3ccccc3)CC2)cc1	·	-4	-2	-2	0.0	-1	1	-4
Cc1nnc(SCC(=O)Nc2cc(-c3cc(C)c(C)cc3C)nn2-c2ccccc2)s1	·	2	-27	·	0.0	·	-50	-1
O=[N+]([O-])c1ccccc1/C=N\Nc1nccs1	·	1	9	-4	-0.1	19	-9	15
CC1CCC(O)(C(C(=O)O)c2ccccc2)CC1 (configuration not stated)	0.1	1	8	0	0.4	9	-10	2
COc1ccc(S(=O)(=O)Nc2ccc3c(c2)C(=O)N([C@@H](C)CO)C[C@H](C)[C@H](CN(C)Cc2ccc(C(F)(F)F)cc2)OCCCC[C@@H](C)O3)cc1	0.5	-21	2	3	0.2	2	30	-7
COc1ccc(OC)c(-c2csc(NC(=O)COC(=O)C3CC3)n2)c1	-0.4	-3	-6	0	0.0	-2	-20	-4
COCC#Cc1cnc2c(c1)C(=O)N([C@@H](C)CO)C[C@@H](C)[C@@H](CN(C)C(=O)c1ccc(F)cc1)O2	-0.2	25	-9	3	0.2	-2	0	-8
COc1ccc(CNc2nc(-c3ccccc3)nc3ccccc23)cc1OC	·	-4	6	3	0.0	2	-4	-14
CCCNC(=O)N1C[C@H](O)COC[C@H]2O[C@@H](CC(=O)NCc3ccncn3)CC[C@@H]21	0.0	2	0	1	-0.1	-2	10	-6
Cc1noc(C)c1S(=O)(=O)N(C)C[C@H]1OCCCC[C@H](C)Oc2ccc(NC(=O)Nc3cccc4ccccc34)cc2C(=O)N([C@@H](C)CO)C[C@@H]1C	0.6	-2	3	0	0.2	4	-13	·
CC(C)(C)OC(=O)N1CCC(C(=O)Nc2cccc(C(=O)N3CCCCC3)c2)CC1	0.0	-12	2	2	0.1	2	-9	-2
CCC(=O)N1C[C@H](O)COC[C@H]2O[C@@H](CC(=O)NC)CC[C@@H]21	·	9	7	5	·	1	-1	·
O=C(O)Cc1ccc(N=Cc2c(O)ccc3ccccc23)cc1	·	-2	0	·	0.0	·	-40	-3
Cc1noc(C)c1NC(=O)Nc1ccc2c(c1)C(=O)N([C@@H](C)CO)C[C@H](C)[C@H](CN(C)Cc1ccc(C(=O)O)cc1)O2	-5.1	-27	-12	-3	-1.2	1	-2	·
NS(=O)(=O)Cc1noc2ccccc12	0.1&-0.2	7&3	-4&-15	11&3	-0.1&0.0	0&-2	-9&-13	4&2
CC1(C)CC(=O)C=C(C(=O)NC2CCCc3c2cnn3-c2cc(F)cc(F)c2)O1 (configuration not stated)	0.0	-6	-6	-2	-0.1	6	-3	7
CCN(CC)CCn1c(NC(=O)c2ccc(C(F)(F)F)cc2)nc2ccccc21	·	2	7	2	0.0	16	-8	0
COc1c(C(=O)Nc2nccs2)ccc2ccccc12	0.0	2	-79	2	0.0	42*	-5	-8
COc1cc(Cl)c(CNC[C@H]2O[C@@H](n3cnc4c(=O)[nH]c(N)nc43)[C@H](O)[C@@H]2O)c(Cl)c1O	-0.1	-7	-2	2	0.2	-8	-7	3
CC(C)(C)c1cc[n+](C2=C([O-])c3ccccc3C(=O)/C2=N\S(=O)(=O)c2cccs2)cc1	·	-1	18	-21	0.1	·	2	7
CCOC(=O)C1CCN(C(=O)C2(NC(=O)Nc3cccc(F)c3)CCCCC2)CC1	-0.1	-9	8	·	0.1	·	-14	2
O=C(N/N=C/c1cc(Cl)cc([N+](=O)[O-])c1O)c1cccc(S(=O)(=O)N2CCOCC2)c1	·	-4	6	3	0.3	-3	-12	-4
O=C(Nc1ccccc1Cl)N1[C@@H]2CNC[C@H]1C2c1ccc(/C=C/c2ccccc2)cc1 (some centres not stated)	-0.6	-15	·	·	0.1&0.0	·	46	-6&-9
CCOc1ccc(N2C(=O)CC(N(CCc3ccccc3)C(=O)/C=C/C(=O)O)C2=O)cc1 (configuration not stated)	·	-3	1	·	0.0	·	-5	0
COCCNC(=O)Cn1cnc([N+](=O)[O-])n1	·	-11	7	3	0.0	-3	-7	1
COc1ccc(-c2nonc2NC(=O)c2oc3ccccc3c2C)cc1OC	·	4	·	-14	0.0	-8	-11	-11
COc1ccccc1-c1ccc([C@@H]2C[C@H]3[C@H](CON3C)CN2CC2CCCCC2)cc1	·	-1	7	·	0.0	·	-3	1
Cc1ccc(C(OC(=O)c2ccco2)C(=O)NC2CCCC2)cc1 (configuration not stated)	·	-2	·	10	0.2	2	6	18
COc1ccc(C(=O)Nc2nc(CC(=O)NCCc3ccccc3)cs2)cc1	0.0	-1	-32	·	0.2	·	-17	-3
Brc1ccc(-c2ccc(/C=N/Nc3nc4ccccc4[nH]3)o2)cc1	0.0	6	-40	2	0.3	?	-12	-11
CCOC(=O)c1cccc(NC(=O)C2CCCN(S(=O)(=O)c3c(C)nn(C)c3C)C2)c1 (configuration not stated)	0.1	1	1	1	0.0	-4	-18	-1
COc1ccc(S(=O)(=O)Cc2ccc(C(=O)N3CCN(c4ccccc4)CC3)o2)cc1	·	-2	-11	3	-0.2	2	-11	-1
COc1ccc(C/C(N)=N/OC(=O)Cc2ccc(OC)c(OC)c2)cc1	·	-1	9	-14	·	3	-8	·
COCc1ccc(C(=O)NC2CCCc3c2cnn3-c2ccc(C)c(C)c2)o1 (configuration not stated)	0.0	-3	·	1	0.0	14	-22	-2

The list continues.
structure	E-sel inducer	S100A4 MyoIIA	EWS-Fli inh	RAD54 branch	Xi reactivation	esBAF inh	RAD52 inh	FN deposition inh
CCOC(=O)C1=CN(C)C=C(C(=O)OCC)C1c1ccsc1	·	-1	·	-3	·	-9	-11	-4
N#Cc1ccc(-c2ccc3c(c2)[C@H]2[C@H](CCN2C(=O)c2ccc4c(c2)OCO4)[C@H](CO)N3)cc1	0.8	6	8	5	0.2	-1	-19	-3
CSc1ccc(Cl)c(C(=O)OCC(=O)N2CCN(C(=O)c3ccco3)CC2)c1	2.0	2	-1	4	0.4	-4	-13	2
Cc1cc2nc(C(C)(C)C)c(Cc3ccccc3C(F)(F)F)n2c(C)c1Br	-0.2	-2	5	·	-0.1	·	-15	-17
O=C(c1ccccn1)N1CC(=O)N2[C@H](CO)[C@H](c3ccc(-c4cccc(F)c4)cc3)[C@@H]2C1	0.5	5	5	·	0.5	·	5	·
Cc1ccccc1-c1nc2ccccc2c(=O)o1	·	3	-12	6	0.1	9	-26	-2
CCCCCCSc1ccc([C@H]2N[C@@](Cc3ccccc3)(C(=O)OC)[C@H]3C(=O)N(C)C(=O)[C@@H]23)cc1	-0.1	2	15	-9	0.0	-3	-18	1
